Screens (PubChem BioAssay)
SIRT5 block: blocks human SIRT5 desuccinylation of peptide; Q9NXA8; inhibition, % at 15 µM; Purified SirT5, succinyl-peptide AMC, trypsin-coupled fluorescence; 1.1% of 330,000 active; in the data active means inhibition above about 15%
Target sequence (Q9NXA8 whole entry, looked up): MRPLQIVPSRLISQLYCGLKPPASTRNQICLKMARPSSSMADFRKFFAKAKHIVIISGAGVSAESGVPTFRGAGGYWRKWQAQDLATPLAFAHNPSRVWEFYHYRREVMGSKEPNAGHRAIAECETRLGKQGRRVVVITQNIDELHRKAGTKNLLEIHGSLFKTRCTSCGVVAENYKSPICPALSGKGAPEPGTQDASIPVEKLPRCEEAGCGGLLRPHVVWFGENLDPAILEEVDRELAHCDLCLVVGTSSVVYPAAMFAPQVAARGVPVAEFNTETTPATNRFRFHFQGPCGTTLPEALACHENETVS
FN deposition inh: fibronectin deposition inhibition | AH1F fibroblasts, Alexa488-fibronectin deposition fluorescence, overnight | inhibition, % at 12.6 µM | 0.086% of 350,000 active | AID 743247;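 active means mean inhibition across replicates of 30% or more, regardless of how many single replicates reach that level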;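 further: positive control wells lacked labelled fibronectin entirely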
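Material – AH1F fibroblast monolayer, labelled fibronectin deposition · Reagent – labelled fibronectin 24 nM · Timing – 1 h adhesion, overnight exposure · Measured by – fluorescence at 485 nm excitation, 525 nm emission · Read-out – inhibition of fibronectin deposition signal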
S100A4 inh HTS: inhibitors of human S100A4 binding to myosin IIA peptide | P26447 | S100A4/TAMRA-MyoIIA peptide fluorescence polarization | inhibition, % at 10.7 µM | 0.14% of 360,000 active;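 active means mean inhibition of at least 70% across replicates, with every replicate also reaching that level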
Target sequence (P26447 whole entry, looked up): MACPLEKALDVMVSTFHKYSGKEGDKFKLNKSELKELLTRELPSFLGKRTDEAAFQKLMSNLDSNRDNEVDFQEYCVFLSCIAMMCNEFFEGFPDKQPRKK
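Test system: S100A4 monomer protein; Medium: HEPES pH 7.2 with CaCl2, KCl, NaCl, DTT, Triton; Probe or stimulus: TAMRA-labelled myosin IIA heavy-chain peptide probe, 5 nM; Doses: one dose per compound; Times: polarization read 5 min after assay mix addition, stable 5–60 min; Benchmarks: neutral control DMSO, positive control TFP.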
CASP6 VEID inh: blocks human caspase-6 cleavage activity; P55212; purified caspase-6, Z-VEID-R110 cleavage fluorescence; inhibition, % at 12.5 µM; 0.53% of 350,000 active; AID 686996;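 active means mean inhibition across replicates at least about 35%, with every replicate also reaching that limit, limit read from the data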;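 further: 0% = median of neutral control wells and 100% = no fluorescence left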
Target sequence (P55212 24-179 limits assumed): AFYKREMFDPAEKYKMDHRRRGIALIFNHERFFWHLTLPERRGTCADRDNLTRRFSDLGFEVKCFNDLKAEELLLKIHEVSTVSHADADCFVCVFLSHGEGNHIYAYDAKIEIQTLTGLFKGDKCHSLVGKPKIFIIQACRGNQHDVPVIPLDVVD
Target sequence (P55212 194-293 limits assumed): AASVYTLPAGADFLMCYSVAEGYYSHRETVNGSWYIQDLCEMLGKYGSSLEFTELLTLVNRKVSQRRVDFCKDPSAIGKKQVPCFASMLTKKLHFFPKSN
esBAF inh: SWI/SNF esBAF complex inhibition. mouse ES cells, Bmi1-luciferase knock-in reporter, 24 h; 100% = twice the neutral-well signal. reporter increase, % at 12.5 µM. 2% of 350,000 active; in the data active means activation above about 40%;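 further: 0% = median of the plate's neutral control wells and 100% = double that signal; a rise in the Bmi1 reporter signal indicates esBAF inhibition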
LGR2 antag: Drosophila LGR2 receptor signaling inhibition; HEK293 LGR2, CRE-luciferase, bursicon-stimulated, 4 h; inhibition, % at 9.99 µM; 0.35% of 380,000 active;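 active means drop in luminescence signal, shown as inhibition above about 50% in the replicate tests, limit read from the data, passing the limit was not always enough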;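 further: agonist challenge used bursicon conditioned medium at about half maximal strength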
C2C12 statin: protects C2C12 myotubes from simvastatin toxicity; ATP luminescence, 48 h; scaled: DMSO 0, geranylgeraniol control 100; rescue of ATP level, % at 7.49 µM; 0.78% of 330,000 active; AID 602340;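 active means mean ATP rescue above about 67%, or every replicate alone reaching that limit, limit read from the data, passing the limit was not always enough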;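 further: myotubes were challenged with 10 µM simvastatin during compound exposure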
The depositor's hits bear a star; x = no result given; & = joins results of further samples. These rows are one share of the data; count on the stated rates, not on these rows.

SMILES	SIRT5 block	FN deposition inh	S100A4 inh HTS	CASP6 VEID inh	esBAF inh	LGR2 antag	C2C12 statin
CC(C)C(=O)Nc1ccc(Cl)cc1-c1nc2ccccc2[nH]c1=O	-2	9	5	0	0	4	34
CC(C(=O)Nc1ccc(S(=O)(=O)N2CCCC2)cc1)N1CCc2ccccc2C1 (stereo not given)	-1	4	-1	5	0	2	1
CCN(CC)CCNC(=O)c1ccc(Sc2ccc(Cl)cc2)c(NC(C)=O)c1	0	-2	-1	-5	x	-4	x
CCn1c(CN2CCN(Cc3ccc(C)cc3)C(CCO)C2)nc2ccccc21 (stereo not given)	-1	-4	-3	-7	-8	25	3
C[C@H](CO)N1C[C@H](C)[C@@H](CN(C)Cc2ccc(C(F)(F)F)cc2)Oc2ccc(NC(=O)Nc3cccc4ccccc34)cc2CC1=O	1	x	-39	-1	7	12	44
COCC(C)NC(=O)c1ccc(CN2CCc3ccccc3C2)cc1 (stereo not given)	0	4	4	2	0	x	-1
O=S(=O)(c1cccc(Cl)c1)N1[C@@H]2CNC[C@H]1C2c1ccc(-c2cccnc2)cc1 (stereo not given in full)	-5	-9&-7	9	0	x	-4&-11	x
COc1ccccc1C(=O)CSc1nnc(-c2ccco2)o1	-2	7	4	1	x	-9	x
Cc1ccc(C(=O)NC(C#N)=C(Cl)Cl)cc1	2	24	-1	4	x	106*	x
C#CCn1c(S(=O)(=O)Cc2ccccc2Cl)nc(-c2ccccc2)c1-c1ccccc1	x	0	x	x	-6	17	15
COc1cccc(OCC(O)CN2CCN(c3ccccc3)CC2)c1 (stereo not given)	-2&-7	-4&4	-3&-7	-7&0	-5&-4	13&5	4&8
Cc1ccc(NC(=O)CSc2nc3c(cc2C#N)C(=O)CCC3)cc1S(=O)(=O)N(C)C	x	5	-9	1	x	12	x
CCCOc1cccc(C2C(C(=O)c3ccc(C)o3)=C(O)C(=O)N2CCN2CCOCC2)c1 (stereo not given)	-2	14	3	-1	1	-2	2
CCCN(C(=O)c1cccc(-n2cccc2)c1)c1c(N)n(Cc2ccccc2)c(=O)[nH]c1=O	8	-22	-2	71*	-3	-16	8
COc1ccccc1C(=O)NC(=O)COC(=O)Cc1ccc(F)cc1	-6	-5	-3	-4	4	-9	0
CC(C1CC1)N(Cc1ccccc1)C(=O)NC(=O)c1ccc(F)cc1 (stereo not given)	x	3	0	-1	x	9	x
OCC(O)[C@@H](O[C@H]1O[C@H](CO)[C@@H](O)[C@H](O)[C@H]1O)[C@H](O)[C@@H](O)CO (stereo not given in full)	-3	2	1	-3	2	7	5
Fc1cccc(Cn2cc(C(=S)N3CCCCC3)c3ccccc32)c1	x	-12	x	x	4	x	10
COc1ccc(/C=N/NC(=O)c2ccn[nH]2)cc1COc1ccc(F)cc1	x	0	x	x	0	x	-9
O=C(O)c1ccccc1-c1ccccc1C(=O)NCc1cccc(C(F)(F)F)c1	-3	12	-6	0	x	25	x
Cc1ccc(NC(=O)CN2CCC(Cc3ccccc3)CC2)cc1S(=O)(=O)N(C)C	-2	8	5	3	x	11	x
CN(C)C(=O)c1cccc(-c2ccc([C@H]3[C@H](CO)N4C(=O)CN(C(=O)CC5CC5)C[C@@H]34)cc2)c1	-1	x	1	-4	x	4	x
COc1ccccc1OCCC(=O)NCc1ccc2c(c1)OCO2	-5	-27	4	1	-10	9	13
COC(=O)c1ccccc1NC(=O)CSc1ncn[nH]1	-2	4	4	2	-5	2	-11
O=C(NC1Cc2ccccc2C1)[C@H]1N[C@H]2c3cccc(=O)n3C[C@H]2[C@@H]1CO	-3	-5	-11	11	-2	-14	1

Some values from above:
For FN deposition inh, CCN(CC)CCNC(=O)c1ccc(Sc2ccc(Cl)cc2)c(NC(C)=O)c1 reads -2
For FN deposition inh, Cc1ccc(C(=O)NC(C#N)=C(Cl)Cl)cc1 reads 24
For SIRT5 block, CC(C)C(=O)Nc1ccc(Cl)cc1-c1nc2ccccc2[nH]c1=O reads -2
For C2C12 statin, COc1ccc(/C=N/NC(=O)c2ccn[nH]2)cc1COc1ccc(F)cc1 reads -9

Next section:
SMILES	SIRT5 block	FN deposition inh	S100A4 inh HTS	CASP6 VEID inh	esBAF inh	LGR2 antag	C2C12 statin
CC(=O)N(C(C)=O)n1c(/C=C/c2ccc([N+](=O)[O-])cc2)nc2ccccc2c1=O	4	10	-4	10	x	-8	x
C[C@@H]1CN([C@@H](C)CO)S(=O)(=O)c2ccc(-c3ccccc3)cc2O[C@@H]1CN(C)Cc1ccccn1	-1	8	9	-2	-6	1	-87
COC(=O)c1ccc2nc(-c3ccc(C#N)cc3)c(Cc3cccc(Cl)c3)n2c1	5	14	-5	0	x	-16	x
O=C1CC(Sc2nnc(-c3ccccc3O)o2)C(=O)N1c1ccccc1 (stereo not given)	-1	x	0	1	-6	1	4
O=C(CCN1C(=O)C2C3C=CC(C3)C2C1=O)Nc1ccc2c(c1)OCO2 (stereo not given)	x	x	x	x	1	10	6
CCOc1cccc(C(=O)N(Cc2ccc(F)cc2)C2CCS(=O)(=O)C2)c1 (stereo not given)	2	x	-2	1	-5	-12	53
Cc1cccc(NC(=O)C2CCCN(S(=O)(=O)c3cccc4nonc34)C2)c1 (stereo not given)	x	-3	-2	0	x	4	x
C[C@@H]1CCCCO[C@@H](CN(C)CC2CCCCC2)[C@@H](C)CN([C@H](C)CO)C(=O)c2cc(NC(=O)Nc3ccc(C(F)(F)F)cc3)ccc2O1	3	9	8	-6	-1	-11	x
COc1cc(S(=O)(=O)n2nnc3ccccc32)c(OC)cc1Cl	x	4	x	x	-3	x	4
CSc1ccccc1NC(=O)CN(C)CC(=O)c1[nH]c(C)c(C(C)=O)c1C	5	2	0	1	x	6	-10
C[C@H](CO)N1C[C@H](C)[C@@H](CN(C)C(=O)Nc2ccccc2)OCCCC[C@H](C)Oc2ccc(NC(=O)NC3CCCCC3)cc2C1=O	-1	-7	-8	-1	-2	9	x
Cc1ccc(S(=O)(=O)N(C)C[C@@H]2OCCCC[C@H](C)Oc3ccc(NC(=O)CCC(F)(F)F)cc3C(=O)N([C@@H](C)CO)C[C@@H]2C)cc1	7	-3	-1	-4	-1	-7	x
O=C1CCc2cc(S(=O)(=O)N3CCCC3C(=O)N3CCN(c4ccccc4)CC3)ccc2N1 (stereo not given)	-6	6	1	0	0	-25	-6
O=C(C[C@H]1CC[C@H]2[C@@H](COC[C@@H](O)CN2C(=O)c2cccnc2)O1)NCc1ccccc1	-3	-4	-34	2	1	-16	-6
CCCn1nc(C(=O)OCC(=O)Nc2cccc(OC)c2)c2ccccc2c1=O	0	-1	-4	0	x	0	x
CC1=NNC(=O)C1CCC(=O)N/N=C/c1ccc(Cl)cc1 (stereo not given)	2	9	1	0	-2	x	10
CC12CCC(=O)N1C(C(=O)NCc1ccccc1F)CS2 (stereo not given)	-15	1	-1	1	x	-6	x
C[C@@H]1CN([C@@H](C)CO)C(=O)c2cccc(NC(=O)Nc3ccc(C(F)(F)F)cc3)c2O[C@@H]1CN(C)Cc1ccc(Cl)c(Cl)c1	8	x	-14	2	3	-4	x
CCn1c(=S)sc2c(=O)n(CC(=O)Nc3ccc(C(C)=O)cc3)c(C)nc21	2	-12	0	1	0	11	2
CC(C)(C)NC(=O)CCCCCCCC(=O)NC(C)(C)C	-1	-2	-6	-9	x	21	x
CC(=O)NC[C@H]1[C@H](c2ccccc2)[C@H](CO)N1C(=O)Cc1ccncc1	x	-2	x	x	8	-15	-6
CCOc1ccc2c(c1)C(=O)C(=O)N2CC1COc2ccccc2O1 (stereo not given)	-3	-2	-5	-6	-8	-16	-8
COc1ccccc1NC(=O)N1CCCCN2[C@@H](CO)[C@@H](c3ccc(C#Cc4ccccc4)cc3)[C@@H]2C1	1	x	-4	-1	x	4	x
CCc1nnc(NC(=O)c2cc(-c3cccnc3)nc3ccccc23)s1	2	-5	-3	3	x	-20	x
CC(=O)Nc1cc2ccccc2oc1=O	-7	x	-2	3	1	-5	4

Record cards, as listed above. Values in the order: SIRT5 block, FN deposition inh, S100A4 inh HTS, CASP6 VEID inh, esBAF inh, LGR2 antag, C2C12 statin
Record of `CC(=O)NC[C@H]1[C@H](c2ccccc2)[C@H](CO)N1C(=O)Cc1ccncc1` : x, -2, x, x, 8, -15, -6
Record of `CCc1nnc(NC(=O)c2cc(-c3cccnc3)nc3ccccc23)s1` : 2, -5, -3, 3, x, -20, x
Record of `COC(=O)c1ccc2nc(-c3ccc(C#N)cc3)c(Cc3cccc(Cl)c3)n2c1` : 5, 14, -5, 0, x, -16, x

Three entries from above, ordered by formula weight, ascending:
SMILES	SIRT5 block	FN deposition inh	S100A4 inh HTS	CASP6 VEID inh	esBAF inh	LGR2 antag	C2C12 statin
CC(=O)NC[C@H]1[C@H](c2ccccc2)[C@H](CO)N1C(=O)Cc1ccncc1	x	-2	x	x	8	-15	-6
CCOc1cccc(C(=O)N(Cc2ccc(F)cc2)C2CCS(=O)(=O)C2)c1 (stereo not given)	2	x	-2	1	-5	-12	53
CCCn1nc(C(=O)OCC(=O)Nc2cccc(OC)c2)c2ccccc2c1=O	0	-1	-4	0	x	0	x

Next section:
SMILES	SIRT5 block	FN deposition inh	S100A4 inh HTS	CASP6 VEID inh	esBAF inh	LGR2 antag	C2C12 statin
COCCCNC(=S)Nc1ccc(OC(F)F)cc1C	x	7	9	1	3	7	-11
C=CCNc1nc(C)nc(OC)n1	4	4	0	1	-7	x	x
Cc1nc2cc(NC(=O)Nc3cccc(F)c3)ccc2n1C	-3	0	-1	-1	x	21	x
CC(=O)Nc1ccc(C(=O)N2CCOCC2c2cc(C(=O)NCc3ccccc3)no2)cc1 (stereo not given)	1	-8	0	1	0	-12	11
O=C(Nc1ccc(F)cc1)N1C[C@@H]2[C@H](c3ccccc31)[C@H](CO)N2Cc1ccccc1Cl	1	-4	4	1	5	-21	23
C[C@@H]1CN([C@H](C)CO)C(=O)c2cccc(NC(=O)c3ccncc3)c2O[C@H]1CN(C)S(C)(=O)=O	36*	x	-2	3	2	22	-11
CCN(CC)C(=O)Cn1cc(C(=O)C(=O)N(CC)C2CCCCC2)c2ccccc21	-1	-3	0	0	0	11	7
O=[N+]([O-])c1ccc(/C=N/NC(=S)Nc2ccccc2F)o1	x	x	x	x	24	-35	17
COc1ccc(NC(=O)N[C@H]2CC[C@@H](CCNS(=O)(=O)c3ccccc3F)O[C@H]2CO)cc1	-4	4	-42	2	3	0	9
CC(=O)N1CC(=O)N2[C@@H](CO)[C@H](c3ccc(C#Cc4cccnc4)cc3)[C@@H]2C1	0	x	6	-2	x	-5	x
COc1ccc(C(=O)Nc2ncc(C)s2)cc1S(=O)(=O)N1CCCC1	-4	-3	-3	-6	x	-4	x
Cc1c(NS(=O)(=O)c2cccc(C(=O)N3CCCC3)c2)c(=O)n(-c2ccccc2)n1C	-4	2	-5	-1	-12	-10	-1
CC(NC(=O)CN(C)CC(=O)Nc1ccccc1Br)c1ccccc1 (stereo not given)	-5	4	3	-1	0	2	-6
O=C(Nc1ccc(N2CCCC2)cc1)c1ccc(Br)cc1	4	-6	2	2	30	x	-2
Cc1cccc(OCC(=O)NC(=S)NNC(=O)c2ccncc2)c1	-2	x	0	-2	4	-9	2
C[C@H](CO)N1C[C@H](C)[C@@H](CN(C)S(=O)(=O)c2ccc(C(F)(F)F)cc2)OCc2ccccc2-c2c(n(C)c3ccccc23)C1=O	2	0	5	-1	x	26	x
CCC(=O)N1C[C@@H](O)COC[C@H]2O[C@@H](CC(=O)NCc3cc(F)cc(F)c3)CC[C@@H]21	2	5	-7	-1	2	-8	4
O=[N+]([O-])c1ccc(N2CCC(O)CC2)nc1	0	3	3	-1	x	1	x
COc1ccc(S(=O)(=O)N[C@@H]2CC[C@@H](CC(=O)N3CCC(Cc4ccccc4)CC3)O[C@@H]2CO)cc1	2	x	-2	3	-2	-1	-9
COc1cc(OC)cc(C(=O)N[C@H](C(=O)NC2=NCCS2)C(C)C)c1	0	-1	-3	0	-4	x	3
COc1cc(NC(=O)CN2C(=O)C(=O)N(C3CCCC3)C2=O)cc(OC)c1	-1	-3	-3	1	1	-2	-4
COc1cc(NC(=O)COc2ccc(-n3cnnn3)cc2)cc(OC)c1OC	-4	-5	3	1	2	-2	-8
COc1cccc(CN(C)C(=O)c2ccc(Cl)c(S(=O)(=O)N3CCCCCC3)c2)c1OC	-9	3	6	5	-1	2	-10
